# Screening data from PubChem.
# GPR7 antagonist: human neuropeptides B/W receptor 1 antagonism; P48145; GPR7-expressing cells, fluorescence antagonist assay; inhibition, % at 4.4 µM; 290,000 compounds, 1.1% hits; AID 1861; in the data active = inhibition above about 16%, passing the limit was not always enough;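 also: cells stimulated with the agonist NPW; 0% = agonist with vehicle and 100% = vehicle without agonist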
# Target sequence (P48145 whole entry, looked up): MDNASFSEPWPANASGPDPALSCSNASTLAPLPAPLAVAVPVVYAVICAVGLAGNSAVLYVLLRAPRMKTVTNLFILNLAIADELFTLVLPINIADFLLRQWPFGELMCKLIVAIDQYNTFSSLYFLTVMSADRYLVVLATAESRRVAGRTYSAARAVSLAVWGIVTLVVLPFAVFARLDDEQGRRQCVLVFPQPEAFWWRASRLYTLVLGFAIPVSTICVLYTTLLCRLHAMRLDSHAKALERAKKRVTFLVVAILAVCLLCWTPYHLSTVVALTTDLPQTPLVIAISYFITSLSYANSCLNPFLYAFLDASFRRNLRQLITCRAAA
# MEKK2wt PB1 HTS: raises or lowers MEK5 binding to wildtype human MEKK2 PB1 domain. Q9Y2U5. bead flow cytometry, Alexa488-MEK5 binding to MEKK2 WT; actives lie on both sides. binding response (% of control), % at 10 µM. 290,000 compounds, 1.1% hits. AID 1531; in the data active = binding response below about 67% or above about 130%
# V1aR counter: V1a receptor agonism, counter-screen for OXTR agonists | CHO-V1R cells, Fluo-8 calcium fluorescence, agonist mode; 0% DMSO, 100% 3 nM vasopressin | 320,000 compounds, 0.25% hits | P37288 | activation, % at 3 µM | AID 2797;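 active = activation above the mean activation of all tested compounds plus 3 SD, per screening run, cut at about 20% in these data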;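 also: signal is peak over basal fluorescence ratio across a 100 second FLIPR read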
# Target sequence (P37288 whole entry, looked up): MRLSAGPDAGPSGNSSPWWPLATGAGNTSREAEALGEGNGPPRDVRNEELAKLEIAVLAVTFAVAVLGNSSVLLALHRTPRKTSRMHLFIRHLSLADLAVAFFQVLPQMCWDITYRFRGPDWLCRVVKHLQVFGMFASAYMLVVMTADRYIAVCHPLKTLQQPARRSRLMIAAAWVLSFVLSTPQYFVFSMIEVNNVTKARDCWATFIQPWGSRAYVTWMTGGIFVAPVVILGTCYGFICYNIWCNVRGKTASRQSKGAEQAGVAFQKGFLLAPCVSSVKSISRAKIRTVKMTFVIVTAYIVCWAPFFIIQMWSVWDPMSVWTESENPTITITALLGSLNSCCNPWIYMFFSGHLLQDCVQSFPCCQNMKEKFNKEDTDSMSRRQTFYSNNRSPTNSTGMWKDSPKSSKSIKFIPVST
# GalR3 antagonist: human GalR3 antagonism; O60755; HEK293 GalR3-CNG cAMP membrane potential fluorescence; galR3 body fused to GalR1 C-terminus; inhibition, % at 3 µM; 360,000 compounds, 0.44% hits;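 active = inhibition above the screen-wide average plus 3 SD, cut at about 13% in these data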;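 also: forskolin and galanin both at EC90 stimulate the cells; cAMP rise reported by CNG channel membrane potential dye signal; 0% = forskolin plus galanin with DMSO and 100% = forskolin alone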
# Target sequence (O60755 1-299 limits assumed): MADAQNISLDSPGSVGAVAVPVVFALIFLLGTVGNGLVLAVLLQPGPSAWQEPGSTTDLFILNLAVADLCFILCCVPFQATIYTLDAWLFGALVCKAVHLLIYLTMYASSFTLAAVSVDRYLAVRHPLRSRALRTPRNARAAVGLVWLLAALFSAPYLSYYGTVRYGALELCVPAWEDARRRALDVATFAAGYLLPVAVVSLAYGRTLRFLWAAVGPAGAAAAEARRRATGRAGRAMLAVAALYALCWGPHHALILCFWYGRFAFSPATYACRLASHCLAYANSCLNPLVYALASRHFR
# MEKK2mut PB1 HTS: signal of MEK5 binding to mutant human MEKK2 PB1 domain; bead flow cytometry, Alexa488-MEK5 binding to MEKK2 mutant; percent response, % at 10 µM; 290,000 compounds, 0.35% hits; in the data active = percent response above about 24%, passing the limit was not always enough; also: inactives centre near 1; some results filed as inactive read as strong as hits; reference of the scale not given here
# PHOSPHO1 inh: PHOSPHO1 (human) inhibition | Q8TCT1 | recombinant PHOSPHO1, absorbance phosphatase assay | inhibition, % at 13.3 µM | 290,000 compounds, 1.1% hits; in the data active = inhibition above about 60%
# NALP1 inh: inhibitors of NALP1 inflammasome in yeast. inhibition, % at 10 µM. 280,000 compounds, 0.61% hits. S. cerevisiae NALP1/ASC/caspase-1 growth, X-gal OD620, 72 h; in the data active = inhibition mostly above about 24%, no sharp cut-off; inactive = mostly below about 32%; also: some compounds called inactive have numbers as strong as hits
# OXTR agonist: human OXTR agonism. P30559. 320,000 compounds, 0.32% hits. activation, % at 3 µM. AID 2435. CHO-OTR cells, Fluo-8 calcium fluorescence; normalized: DMSO 0%, oxytocin 100%;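 active = activation above the mean of all tested compounds plus 3 SD, cutoff set per screening run, cut at about 20% in these data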;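 also: peak over basal fluorescence ratio from a 100 s FLIPR kinetic read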
# MEKK3 PB1 HTS: MEKK3-MEK5 PB1 interaction, increase or decrease. binding response (% of control), % at 10 µM. Q99759. AID 1529. bead-based flow cytometry, Alexa488-MEK5 binding to MEKK3; actives lie on both sides; 0 = blocked by unlabeled MEK5, 100 = vehicle. 290,000 compounds, 1.4% hits;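 active = binding response more than 3 SD above or below the average of its plate-row segment, actives on both sides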;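 also: Alexa488 bead fluorescence after subtracting the streptavidin-only scavenger bead signal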
# * = called active by the depositor; . = no result given.
no.	SMILES	GPR7 antagonist	MEKK2wt PB1 HTS	V1aR counter	GalR3 antagonist	MEKK2mut PB1 HTS
1	O=C(Nc1sc2c(c1C(=O)O)CCC2)c1ccco1	11	101	-0.4	-3	3
2	CC(C)CCN1CCN(Cc2cnc(N3CCCC3)s2)CC1CCO (configuration not stated)	-12	102	0.7	-4	6
3	Cc1cccc(NC(=O)COc2ccccc2C(=O)NC(C)c2ccccc2)c1 (configuration not stated)	-2	93	3.4	.	-8
4	Cc1cccc(C)c1NC(=O)CSC(=O)c1sc2ccccc2c1Cl	-21	96	0.3	-3	-2
5	CC(NC(=O)[C@H](C)N1C(=O)N2CCc3c([nH]c4ccccc34)[C@@]2(C)C1=O)c1ccccc1 (some centres not stated)	5	100	2.9	-8	2
6	CS(=O)(=O)N1Cc2ccccc2CC1C(=O)OCC(=O)Nc1ccc2ccccc2c1 (configuration not stated)	5	100	1.0	-3	-2
7	COc1ccc(-c2[nH]c(-c3ccccc3)nc2SCC(=O)NCc2ccco2)cc1OC	-9	107	-1.3	.	6
8	Cc1ccc(CN2CCN(C(=O)C3CCCO3)CC2)cc1 (configuration not stated)	5	101	-0.1	-6	2
9	CCOC(=O)c1sc(-c2ccc(OC)cc2)cc1N	-4	102	0.8	-5	10
10	CN=C1S/C(=C\c2c(OC)cc(OC)cc2OC)C(=O)N1C	-12	98	-0.3	-8	-3

no.	PHOSPHO1 inh	NALP1 inh	OXTR agonist	MEKK3 PB1 HTS
1	5	-6	-2.1	100
2	1	9	0.2	106
3	35	12	-0.6	99
4	13	16	-0.1	98
5	13	30	2.4	102
6	8	1	1.4	101
7	-9	-1	-3.0	105
8	7	31	1.7	98
9	-29	14	-1.8	103
10	18	28	-2.2	101

# Going on with the list:
no.	SMILES	GPR7 antagonist	MEKK2wt PB1 HTS	V1aR counter	GalR3 antagonist	MEKK2mut PB1 HTS
11	CCOC(=O)N1CCN(CC(O)COc2ccccc2[N+](=O)[O-])CC1 (configuration not stated)	-16	105	0.4	-11	9
12	C=CCn1c(CCc2ccccc2)nnc1SCC(N)=O	7	98	2.3	-2	-3
13	CCCn1cnc2cc(NCc3cccc(OC)c3)ccc21	-12	101	1.3	-2	2
14	O=C(CCCNC(=O)/C(=C/c1ccccc1F)NC(=O)c1ccccc1)OCc1ccccc1	-12	101	-0.1	1	-2
15	CN(C)S(=O)(=O)c1cccc(NC(=S)Nc2cccc3cnccc23)c1	2	90	.	1	-4
16	CN1CCc2nc(SCC(=O)Nc3ccc(Cl)cc3)c(C#N)cc2C1	-13	105	-0.6	-3	23
17	C=CCOc1ccc(/C=N/NC(=O)c2c(C)nc3ccc(Cl)cn23)cc1	-8	119	-0.1	-10	16
18	CC(C(=O)NCCC1=CCCCC1)c1ccc([N+](=O)[O-])cc1 (configuration not stated)	13	93	4.5	-8	-1
19	CN(C(=O)c1cccnc1)c1nc(-c2ccccc2)cs1	8	99	2.4	-3	-1
20	CCOc1ccc(CCNc2nc3ccccc3n3cnnc23)cc1OCC	-9	104	-0.2	-8	4

no.	PHOSPHO1 inh	NALP1 inh	OXTR agonist	MEKK3 PB1 HTS
11	33	-4	-0.4	100
12	9	2	0.8	98
13	-14	-13	1.8	100
14	3	25	-1.6	101
15	41	16	.	91
16	.	.	0.0	102
17	25	0	-0.1	113
18	44	3	1.2	102
19	19	23	2.5	99
20	16	3	-0.3	103

# Later entries:
no.	SMILES	GPR7 antagonist	MEKK2wt PB1 HTS	V1aR counter	GalR3 antagonist	MEKK2mut PB1 HTS
21	Cc1ccc(Cn2ncc3c(N4CCN(CCc5ccccc5)CC4)ncnc32)cc1	-2	95	0.4	-6	-10
22	Cc1cc2n(n1)C(c1cccs1)Nc1ccccc1-2 (configuration not stated)	-1	97	-0.5	4	1
23	COc1ccc(/C=C2/SC(=O)NC2=O)cc1	1	91	0.7	-4	-8
24	CC(OC(=O)c1cc(S(=O)(=O)N(C)C)ccc1N1CCCC1)C(=O)NCc1ccccc1 (configuration not stated)	-9	97	-1.1	-3	4
25	Cc1csc(SCC(=O)NC(C)c2ccccc2)n1 (configuration not stated)	-10	101	-0.8	4	-9
26	COC(=O)c1ccsc1NC(=O)C1=COCCO1	-10	102	-0.9	0	0
27	O=C(CSc1nc2ccccc2s1)N1c2ccccc2Sc2ccc(Cl)cc21	1	.	0.6	-4	.
28	CCCc1cc(C(=O)Nc2cccc([N+](=O)[O-])c2)cs1	11	100	5.0	-2	1
29	Cc1ccccc1NC(=O)/C(C#N)=C/c1ccc(-c2ccc(Cl)c(C(=O)O)c2)o1	0	101	1.7	-5	4
30	CCCN1C2CCCC1CC(NC(=O)c1cccc(Cl)c1)C2 (configuration not stated)	4	105	3.4	-7	2

no.	PHOSPHO1 inh	NALP1 inh	OXTR agonist	MEKK3 PB1 HTS
21	6	8	0.1	87
22	8	-3	-0.7	100
23	25	13	-0.2	101
24	41	12	-1.8	96
25	4	-9	-0.8	101
26	13	13	-1.4	101
27	-10	7	0.9	.
28	34	27	-0.6	97
29	8	11	0.0	97
30	-2	2	1.2	100

# (list continues)
no.	SMILES	GPR7 antagonist	MEKK2wt PB1 HTS	V1aR counter	GalR3 antagonist	MEKK2mut PB1 HTS
31	CN(C)c1ccc(/C=C2\CCCc3c2nc2ccccc2c3C(=O)O)cc1	4	100	1.9	-8	0
32	N#CCC(=O)N/N=C/c1ccccc1Cl	-7	98	0.1	-1	-1
33	Cc1nc(NC(=O)/C=C/c2ccco2)sc1C	-8	104	0.3	-7	-1
34	C/C(Cc1ccccc1)=N\NC(=O)CNC(=O)c1cccc(Cl)c1	1	88	-2.4	-2	-13
35	Cc1ccc(-n2nnnc2SCn2nnc3ccccc3c2=O)c(C)c1	-6	83	8.2	-7	-13
36	Cc1ccc(C2=C(c3ccc([N+](=O)[O-])cc3)C(=O)OC2)cc1C	2	99	-1.5	-3	2
37	CCN1C(=O)c2ccccc2S(=O)(=O)c2ccc(C(=O)NCCCN(CC(C)C)CC(C)C)cc21	-9	102	2.5	0	3
38	COc1ccc(S(=O)(=O)NC(N)=NCCc2ccccc2)cc1	2	104	0.4	-7	2
39	COc1ccccc1N1CCN(CC(=O)N2N=CCC2c2ccccc2)CC1 (configuration not stated)	-7	81	0.3	-4	-2
40	COc1ccccc1-n1cnc2c(c1=O)c1nc3ccccc3nc1n2-c1ccc(C)cc1	-5	89	-0.5	-6	-1

no.	PHOSPHO1 inh	NALP1 inh	OXTR agonist	MEKK3 PB1 HTS
31	31	12	1.4	101
32	9	7	0.6	99
33	-24	18	0.0	108
34	45	16	-1.7	85
35	-9	.	12	87
36	28	-2	-2.2	100
37	15	18	3.7	94
38	-7	7	-0.2	103
39	2	23	0.5	88
40	17	20	0.7	88

# (cont.)
no.	SMILES	GPR7 antagonist	MEKK2wt PB1 HTS	V1aR counter	GalR3 antagonist	MEKK2mut PB1 HTS
41	CC1(C)N([O-])C(c2ccccc2)=C[N+](=O)C1(C)C	-10	119	0.5	-6	6
42	CC(C)CC(=O)Nc1ccc(N2CCOCC2)cc1	-4	110	-0.2	-1	2
43	CCn1cc(C(=O)NCC(OC)OC)c(=O)c2cc(S(=O)(=O)N3CCOCC3)ccc21	-17	101	0.8	2	3
44	Cc1cccc(C2CC(c3ccc(F)cc3)Nc3nc(N)nn32)c1 (configuration not stated)	.	89	1.3	0	-3
45	O=C(O)CCCC(=O)NCc1ccccn1	14	103	0.9	-6	1
46	CCC(C(=O)NC1CCCCCC1)n1nc(C)n2c(cc3occc32)c1=O (configuration not stated)	-4	99	-0.5	-7	-3
47	O=C(CSc1nncs1)NC1CCCc2ccccc21 (configuration not stated)	-10	107	-0.1	-7	-1
48	C/C=C(\C)C(=O)Nc1cccc(C2=NOC3(C2)C[C@@H](C(N)=O)N(C(=O)/C(C)=C/C)C3)c1 (some centres not stated)	.	97	-0.7	-3	1
49	Cc1ccnc(N2CCC(C(=O)NCc3ccc4c(c3)OCO4)CC2)n1	-8	101	0.4	-6	0
50	C[C@H](NC(=O)c1ccccc1Cl)C(=O)NCCc1ccc(S(N)(=O)=O)cc1	-18	95	-0.3	-7	-2

no.	PHOSPHO1 inh	NALP1 inh	OXTR agonist	MEKK3 PB1 HTS
41	14	3	0.9	114
42	1	18	0.0	101
43	48	7	1.2	101
44	9	12	3.2	90
45	39	14	0.1	98
46	45	17	-2.4	94
47	2	-6	0.0	112
48	40	.	2.5	102
49	24	1	-0.1	99
50	15	6	0.6	94

# Sorted by the number under MEKK2wt PB1 HTS (falling): some entries from above
item | structure | GPR7 antagonist | MEKK2wt PB1 HTS | GalR3 antagonist | MEKK2mut PB1 HTS | PHOSPHO1 inh | NALP1 inh | MEKK3 PB1 HTS
30 | CCCN1C2CCCC1CC(NC(=O)c1cccc(Cl)c1)C2 (configuration not stated) | 4 | 105 | -7 | 2 | -2 | 2 | 100
9 | CCOC(=O)c1sc(-c2ccc(OC)cc2)cc1N | -4 | 102 | -5 | 10 | -29 | 14 | 103
23 | COc1ccc(/C=C2/SC(=O)NC2=O)cc1 | 1 | 91 | -4 | -8 | 25 | 13 | 101

# (listing goes on)
no.	SMILES	GPR7 antagonist	MEKK2wt PB1 HTS	V1aR counter	GalR3 antagonist	MEKK2mut PB1 HTS
51	CC(C)(CC(=O)O)CC(=O)Nc1ccc(Oc2ccc(C(C)(C)C)cc2)nc1	-7	102	0.6	0	2
52	Cc1cccc(N2CCN(C3=NC(=O)C(Cc4ccccc4)S3)CC2)c1 (configuration not stated)	-6	84	2.7	-5	-7
53	COCCn1c(=NC(=O)c2ccc(S(=O)(=O)N3CCc4ccccc4C3)cc2)sc2cc(OC)ccc21	-3	92	0.5	-9	-1
54	CCc1ccccc1NC(=O)CSc1nnc(-c2ccco2)n1N	-2	105	-0.7	0	4
55	N#Cc1c(-c2ccccc2)nc(N2CCOCC2)[nH]c1=O	1	108	0.1	0	7
56	O=S(=O)(c1cc(F)cc(F)c1)N1CCN(c2ncccn2)CC1	-2	101	0.3	1	11
57	Cc1cc2oc(=O)cc(CN(C)Cc3cccc(F)c3)c2cc1C	-4	110	0.1	-6	14
58	O=C(/C=C/c1ccc(-c2ccccc2)o1)c1ccccc1	-1	103	-0.3	4	1
59	O=C(c1ccco1)N1CCN(c2ncnc3sc4c(c23)CCC4)CC1	-12	108	3.3	-3	8
60	CC1CC(NC(=O)c2cc3c(=O)n4ccccc4nc3n2C)CC(C)(C)C1 (configuration not stated)	-25	98	-1.5	-5	-2
61	CCCSc1nsc(NC(=O)CCC)n1	-4	94	1.2	3	2
62	COCc1cc(CN(C)C(=O)C2CCC(=O)N(Cc3cccc(OC)c3)C2)[nH]n1 (configuration not stated)	-9	100	0.4	-11	-2

no.	PHOSPHO1 inh	NALP1 inh	OXTR agonist	MEKK3 PB1 HTS
51	12	-2	0.9	107
52	-9	23	-0.5	100
53	-4	13	0.2	91
54	1	1	-0.2	104
55	3	20	0.1	102
56	11	4	-0.9	98
57	33	12	-1.4	113
58	-11	.	-1.1	99
59	5	8	-0.5	102
60	12	7	-2.7	99
61	-8	18	0.7	102
62	7	-35	0.4	97

# Some of the entries above in another layout.
59. O=C(c1ccco1)N1CCN(c2ncnc3sc4c(c23)CCC4)CC1
54. CCc1ccccc1NC(=O)CSc1nnc(-c2ccco2)n1N
51. CC(C)(CC(=O)O)CC(=O)Nc1ccc(Oc2ccc(C(C)(C)C)cc2)nc1

Screen / compound no. | 59 | 54 | 51
GPR7 antagonist | -12 | -2 | -7
MEKK2wt PB1 HTS | 108 | 105 | 102
V1aR counter | 3.3 | -0.7 | 0.6
GalR3 antagonist | -3 | 0 | 0
MEKK2mut PB1 HTS | 8 | 4 | 2
PHOSPHO1 inh | 5 | 1 | 12
NALP1 inh | 8 | 1 | -2
OXTR agonist | -0.5 | -0.2 | 0.9
MEKK3 PB1 HTS | 102 | 104 | 107
